# HTT ATP protect: Huntington cell model cytoprotection by ATP luminescence. Potency, µM (series often up to 56.4 µM), for the others: cytoprotection (ATP increase), usual class: activators. PC12 HTT-Q103 induced, cytoprotection, ATP luminescence, 40 h. AID 1471. hit rate 0.14% among 230,000;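 further: % of control where 0% means no effect; nearly all actives have a fitted effect of over 45% in size; toxic huntingtin expression switched on by the ecdysone agonist tebufenozide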
#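 Stable PC12 Q103-GFP cells in serum-supplemented, phenol red-free DMEM; induction by tebufenozide at 100 nM final; compound dose series; cell viability quantified luminescently from ATP.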
# Tau FP inhib: blocks human tau fibril formation measured by polarization; hit rate 0.39% among 280,000; Potency, µM (titrated, usually from 57.7 µM), for the others: at the top dose activity, negative = inhibition, most hits filed as inhibitors; K18 P301L tau heparin fibrillization, Alexa594 FP, 6 h; further: on the % scale 0 is the no-effect control and ±100 the full control effect; nearly all actives have a fitted effect of over 55% in size
# Target sequence (P10636 561-689 P618L limits assumed): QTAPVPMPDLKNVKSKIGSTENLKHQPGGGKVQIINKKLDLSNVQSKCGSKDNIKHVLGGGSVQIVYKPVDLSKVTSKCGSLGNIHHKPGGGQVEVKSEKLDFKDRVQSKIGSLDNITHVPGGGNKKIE
#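 K18 P301L tau (15 uM unlabeled/0.24 uM Alexa 594-labeled, final) + compound + heparin 20 uM final; 100 mM NaOAc pH 7; 6 hr 37 C; ThT 30 uM final added, 1 hr RT; FP ex 555/em 632 nm.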
# JMJD2E inh: blocks human JMJD2E demethylase activity; B2RXH2; JMJD2E catalytic domain, FDH-coupled NADH fluorescence (FDH is formaldehyde dehydrogenase); Potency, µM (series often up to 57.1 µM), for inactives: at the highest dose activity change, negative = inhibition, hits mostly inhibitors; hit rate 1.6% among 230,000; AID 2147; active means well fitted inhibition curve with a large enough effect, not every such curve was filed as active; inconclusive means small, poorly fitted or top-dose-only effect, or another doubt; inactive means no such curve, though single readings can be large or run the other way;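 further: 0% = wells with enzyme and -100% = buffer wells without enzyme; nearly all actives have a fitted effect of over 50% in size; many of its hits are not listed in these tables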
# Target sequence (B2RXH2 1-337 limits assumed): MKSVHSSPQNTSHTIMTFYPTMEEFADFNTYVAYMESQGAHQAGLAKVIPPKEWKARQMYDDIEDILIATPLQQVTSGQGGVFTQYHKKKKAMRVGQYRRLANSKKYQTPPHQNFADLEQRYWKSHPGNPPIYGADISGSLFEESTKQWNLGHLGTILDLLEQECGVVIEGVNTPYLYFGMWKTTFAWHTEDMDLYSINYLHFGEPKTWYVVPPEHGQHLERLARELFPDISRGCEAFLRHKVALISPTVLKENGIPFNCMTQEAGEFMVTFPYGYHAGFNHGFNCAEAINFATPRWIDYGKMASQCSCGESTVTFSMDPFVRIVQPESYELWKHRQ
# ALDH1A1 block: inhibitors of human aldehyde dehydrogenase 1A1; hit rate 7.3% among 220,000; P00352; Purified ALDH1A1, NADH fluorescence, propionaldehyde substrate; Potency, µM (titrated, usually from 75.3 µM), inactives show at the top dose activity, negative = inhibition, most hits filed as inhibitors; AID 1030; active means well fitted inhibition curve with a large enough effect, not every such curve was filed as active; inconclusive means small, poorly fitted or top-dose-only effect, or another doubt; inactive means no such curve, though single readings can be large or run the other way;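 further: plate controls were no enzyme wells and a reference inhibitor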
# Target sequence (P00352 whole entry, looked up): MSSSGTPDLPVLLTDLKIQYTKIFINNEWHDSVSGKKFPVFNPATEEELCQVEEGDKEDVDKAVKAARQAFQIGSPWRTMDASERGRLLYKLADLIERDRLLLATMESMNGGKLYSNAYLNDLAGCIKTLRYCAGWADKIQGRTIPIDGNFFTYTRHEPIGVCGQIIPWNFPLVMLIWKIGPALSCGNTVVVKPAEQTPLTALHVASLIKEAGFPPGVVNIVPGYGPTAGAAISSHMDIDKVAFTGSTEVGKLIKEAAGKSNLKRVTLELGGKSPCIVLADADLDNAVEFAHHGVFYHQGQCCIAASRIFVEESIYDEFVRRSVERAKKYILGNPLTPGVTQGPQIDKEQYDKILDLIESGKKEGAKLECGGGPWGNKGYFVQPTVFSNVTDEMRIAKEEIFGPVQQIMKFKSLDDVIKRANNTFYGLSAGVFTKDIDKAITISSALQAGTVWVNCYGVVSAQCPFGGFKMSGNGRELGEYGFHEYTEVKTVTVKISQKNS
# Tau fibril ThT: inhibitors of human tau fibril formation, thioflavin T binding; P10636; recombinant tau K18 P301L, heparin-induced fibrillization, ThT fluorescence; Potency, µM (top dose mostly 57.4 µM), inactives show at the top dose activity, negative = inhibition, actives largely listed as inhibitors; hit rate 2.1% among 270,000; AID 1460; further: on the % scale 0 is the no-effect control and ±100 the full control effect; nearly all actives have a fitted effect of over 55% in size
#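 ThT emission at 510 nm, taken 1 hr after adding 30 uM dye, quantifies aggregates formed when 20 uM heparin acts on human tau K18 P301L for 6 hr at 37 C.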
# HttQ103 aggreg: inhibitors of mutant huntingtin aggregate formation in PC12 cells; Potency, µM (series often up to 46.1 µM), inactives show at the top dose activity change, negative = inhibition, hits mostly inhibitors; hit rate 1.1% among 220,000; PC12 HttQ103-GFP aggregates, Acumen cytometry, 40 h; further: on the % scale 0 is the no-effect control and ±100 the full control effect; nearly all actives have a fitted effect of over 60% in size
#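 Compounds (qHTS titration) were added to PC12 cells expressing an ecdysone-driven HTT exon 1 Q103–GFP fusion after induction with 100 nM tebufenozide. Aggregate formation was measured as GFP objects in cell lysates.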
# Tau fluor counter: counter-screen for tau fibril formation inhibitors. tau K18 P301L (four-repeat tau fragment) Alexa594 fluorescence, heparin fibrillization. Potency, µM (top dose mostly 57.7 µM), for the others: at the highest dose activity change, negative = decrease. hit rate 0.93% among 280,000. AID 1463; further: on the % scale 0 is the no-effect control and ±100 the full control effect; nearly all actives have a fitted effect of over 55% in size
#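 Human K18 P301L tau (15 uM unlabeled plus 0.24 uM Alexa 594-labeled, final) in 100 mM sodium acetate pH 7 was mixed with compound and 20 uM heparin and incubated 6 hr at 37 C.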
# SMN2 splice enh: enhancers of SMN2 splice variant expression | HEK293 SMN2-luciferase splicing reporter, luminescence, 30-36 h | Potency, µM (doses to about 46.1 µM), inactives show top-dose activity change, positive = activation, hits mostly activators | hit rate 2.8% among 210,000 | AID 1458; further: % of control where 0% means no effect; nearly all actives have a fitted effect of over 55% in size
#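 qHTS luciferase splicing reporter: luminescence rises when SMN2 exon 7 is included in transfected HEK293 cells. Compound exposure lasted 30-36 h at 37C, with 4.5 mM final sodium butyrate as control, followed by a ONE-Glo read.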
# * hit, by the source's call; u = inconclusive; x = not tested or not shown; & = joins results of further samples; [ ] = dose if it differs, or a comment. Unless noted, the call rests on the fitted dose curve; in most records, active means well fitted curve in the direction sought with a large enough effect; inconclusive means small, poorly fitted or top-dose-only effect, or another doubt; inactive means no such curve, though single readings can be large; an effect the other way counts as inactive or inconclusive. Potency means the concentration at half of the fitted maximal effect. These rows are one share of the data; the hit share may differ from the screen's.
# Sample of the layout, four compounds:
# Results follow in this order: HTT ATP protect, Tau FP inhib, JMJD2E inh, ALDH1A1 block, Tau fibril ThT, HttQ103 aggreg, Tau fluor counter, SMN2 splice enh
CC1CCN(C(=O)COC(=O)c2ccccc2NC(=O)c2ccco2)CC1
  -30%[inhibitor], 3%, 7%, u, 2%, 7%, -4%, 29%
COc1cc(Cl)c(C)cc1NC(=O)Cn1c(C)c2cnn(-c3ccccc3)c(=O)c2c1C
  x, 3%, x, x, -1%, x, -6%, 2%
COc1cc(S(=O)(=O)N2CCC(N3CCCCC3)CC2)ccc1-n1cnnn1
  7%[1.9 µM], 0%, 9%, 6%, 11%, 12%, 6%, 15%
CCOc1ccc(Nc2nc3cc(Cl)c(Cl)cc3nc2-n2nc(C)cc2C)cc1
  x, -4%, x, x, -2%, x, -7%, -5%

# Main list (from the top)
# Results follow in this order: HTT ATP protect, Tau FP inhib, JMJD2E inh, ALDH1A1 block, Tau fibril ThT, HttQ103 aggreg, Tau fluor counter, SMN2 splice enh
CC1CCN(C(=O)COC(=O)c2ccccc2NC(=O)c2ccco2)CC1
  -30%[inhibitor], 3%, 7%, u, 2%, 7%, -4%, 29%
COc1cc(Cl)c(C)cc1NC(=O)Cn1c(C)c2cnn(-c3ccccc3)c(=O)c2c1C
  x, 3%, x, x, -1%, x, -6%, 2%
COc1cc(S(=O)(=O)N2CCC(N3CCCCC3)CC2)ccc1-n1cnnn1
  7%[1.9 µM], 0%, 9%, 6%, 11%, 12%, 6%, 15%
CCOc1ccc(Nc2nc3cc(Cl)c(Cl)cc3nc2-n2nc(C)cc2C)cc1
  x, -4%, x, x, -2%, x, -7%, -5%
COc1cccc(NC(=O)C(Sc2nc3ccccc3c(=O)n2CC(C)C)c2ccccc2)c1 (stereo not given)
  -17%[10 µM], 3%, 10%, -13%, -6%, -26%, -10%, x
O=C(NCC1CCCO1)C1CC(=O)N(C2CCCCCC2)C1 (stereo not given)
  13%, -5%, 10%, 3%, -2%, 12%, -3%, -10%
CC(C)Oc1ccc(CC2CC(=O)NC2=O)cc1 (stereo not given)
  7%[10 µM], 4%, -6%, 2%, 8%, -8%, 7%, 8%
O=C(CCl)Nc1cccc(CP(=O)(c2ccccc2)c2ccccc2)c1
  -16%[10 µM], 4%, 11%, x, -7%, -4%[9.22 µM], -8%, x
NS(=O)(=O)c1ccc2ccccc2c1
  7%[10 µM], 5%, -11%, 7%, 0%, 11%[9.22 µM], -8%, x
Cc1cc(C)n(-c2cc(N3CCN(C(=O)c4cccc(Br)c4)CC3)ccc2[N+](=O)[O-])n1
  -12%, 8%, -12%, 14µM*, u, -10%, -9%, -33%[inhibitor]
CCc1nnc(NC(=O)c2ccc(S(=O)(=O)NC3CCCCC3)cc2)s1
  -37%[10 µM], -2%, u, u, -21%, -7%, -9%, -5%
CC12CCC(C(=Nc3ccc(N=C4C(=O)C5(C)CCC4C5(C)C)cc3)C1=O)C2(C)C
  -10%[10 µM], -5%, -15%, x, -6%, 19%[9.22 µM], 0%, x
Cc1ccccc1Cn1c(SCc2ccc(C(=O)NC(C)c3ccccc3)cc2)nc2ccncc21 (stereo not given)
  x, -2%, x, x, 4%, x, -19%, -15%
O=c1c(Cc2ccc(Cl)cc2Cl)c(O)ccn1Cc1ccncc1
  4%[10 µM], 1%, -9%, -10%, 11%, 1%, 9%, 10%
CN1C(=O)CC(Sc2ncccc2C(=O)O)C1=O (stereo not given)
  u, -10%, 7%, -5%, 2%, x, 0%, x
Cc1ccc(C2=NOC(C)(c3nnc(-c4ccc(Cl)cc4)o3)C2)cc1 (stereo not given)
  36%[10 µM], 0%, -14%, x, -11%, -15%[9.22 µM], -13%, x
O=C(CSc1nnc(C2CC2)n1-c1ccccc1)NCc1ccco1
  -19%, 2%, 17%, -3%, -15%, -3%, -8%, 5%
COC(=O)Cn1c(C)nc2c(sc3nc(C)cc(C)c32)c1=O
  -2%[10 µM], 4%, -5%, -8%, 0%, -21%, 3%, 11µM*
C=C1CC[C@H](O)C/C1=C/C=C1\CCC[C@]2(C)[C@@H]([C@H](C)CC[C@@H](O)C(C)(C)O)CC[C@@H]12
  -31%&21%, 2%, -2%, -7%, -16%, -8%, -17%, 10%
COC(=O)c1nn(-c2ccccc2)c(=O)cc1Oc1ccc(Cl)cc1
  -2%, -2%, -2%, 15%, -2%, -11%, -3%, 5%
CCSc1ncc(Cl)c(C(=O)Nc2ccc(S(=O)(=O)N3CCCCC3)cc2)n1
  x, -3%, x, x, -3%, x, u, -39%[inhibitor]
CC1=C(C(=O)OCC2CCCO2)C(c2ccccc2Cl)NC(=O)N1 (stereo not given)
  19%[10 µM], -5%, -1%, 7%, -3%, 7%, -3%, 0%
CCN(CC)c1ccc(N2C(=O)CSC2=S)cc1
  -12%[10 µM], -6%, -12%, 7%, -7%, 3%[9.22 µM], -8%, x
CCOC(=O)Cn1cc(C(=O)c2cccs2)c2ccccc21
  12%, -8%, -4%, u, -4%, 10%, -16%, 0.14µM*
CC(=O)N1CCc2c(sc3nc(SCC(C)C)n(-c4ccc(C)c(Cl)c4)c(=O)c23)C1
  x, -9%, x, x, u, x, -19%, -11%
C[C@@H](c1ccccc1)N1C(=O)[C@H]2[C@H]3[C@H](O)[C@H](O)C/C(=N/OC[C@@H](O)COCc4ccco4)[C@H]3CC[C@@H]2C1=O
  13%[10 µM], -15%[11.6 µM], x, -11%[13.5 µM], -12%[11.5 µM], x, -18%[11.6 µM], x
CCOc1ccc(N2C(=O)C3=C(C(c4ccc(Cl)cc4)=NCCN3)C2c2cccnc2)cc1 (stereo not given)
  12%, -6%, 0%, 0%, -5%, 3%, -7%, -18%
COc1ccc(CCNC(=O)CN(c2ccccc2OC)S(=O)(=O)c2ccc(C)cc2)cc1
  x, -1%, x, x, u, x, -13%, -35%[inhibitor]
O=C(O)Cc1ccc(NS(=O)(=O)c2ccccc2Br)cc1
  u, -2%, 7%, 0%, 0%, -3%, -4%, 3%
CC(=O)Nc1ccc(NC(=O)C(C)n2c3ccccc3c3nc(=O)cc(C)n32)cc1 (stereo not given)
  -11%, 10%, -9%, 3%, 2%, -1%, -4%, -7%

# Further structures follow:
# Letter code: A = HTT ATP protect; B = Tau FP inhib; C = JMJD2E inh; D = ALDH1A1 block; E = Tau fibril ThT; F = HttQ103 aggreg; G = Tau fluor counter; H = SMN2 splice enh
Clc1cccc(-c2nnc3sc(-c4ccc5c(c4)OCO5)nn23)c1
  A: -4%[0.074 µM] | B: -5% | C: 2% | D: 20µM* | E: 0% | F: 5% | G: -1% | H: x

CCOc1ccc(OCC)c(NS(=O)(=O)c2ccc3c(c2)CCN3C(=O)C2CCC2)c1
  A: -1% | B: -1%&1% | C: 16% | D: 7% | E: 2%&-3% | F: -4% | G: -10%&-13% | H: -7%&-20%

Cc1cccc(NC(=S)N(CCN(C)C)Cc2cc3cc(C)cc(C)c3[nH]c2=O)c1
  A: -2%[10 µM] | B: 12% | C: -2% | D: 3% | E: -10% | F: -2% | G: 1% | H: -5%

CCNC(=O)C(=O)NCc1ccncc1
  A: x | B: 3% | C: 6% | D: 2% | E: 0% | F: x | G: 1% | H: -3%

CCc1cc(OCCN2C(=O)NC(C)(C)C2=O)ccc1Cl
  A: 3% | B: 1% | C: 5% | D: -23% | E: -17% | F: -14% | G: -18% | H: -15%

COc1ccc(-c2csc(NC(=O)Cn3nc(C)cc3C)n2)cc1
  A: -38% | B: 1% | C: -4% | D: -6% | E: 1% | F: -13% | G: -6% | H: -12%

Cc1cccc(-n2nc([N+](=O)[O-])c(=NC3CCN(Cc4ccccc4)CC3)n2O)c1
  A: -123%[inhibitor] | B: 3% | C: 1% | D: 0% | E: u | F: u | G: -6% | H: -1%

Cc1ccc(N(CC(=O)Nc2cc(C)ccc2C)S(=O)(=O)c2c(C)noc2C)cc1
  A: x | B: -1% | C: x | D: x | E: -6% | F: x | G: -15% | H: 1%

NC12CC3CC(C1)CC(O)(C3)C2
  A: -20%[0.074 µM] | B: -3% | C: -2% | D: -1% | E: -3% | F: 6% | G: -6% | H: 20%

CC(C)CNC(=O)C(=O)NNC(=O)C1CCCCC1
  A: 12% | B: 1% | C: 8% | D: 10% | E: -9% | F: 5% | G: -7% | H: -4%

# Brought forward from above: two entries, then new ones.
# Letter code: A = HTT ATP protect; B = Tau FP inhib; C = JMJD2E inh; D = ALDH1A1 block; E = Tau fibril ThT; F = HttQ103 aggreg; G = Tau fluor counter; H = SMN2 splice enh
NC12CC3CC(C1)CC(O)(C3)C2
  A: -20%[0.074 µM] | B: -3% | C: -2% | D: -1% | E: -3% | F: 6% | G: -6% | H: 20%

CC(C)CNC(=O)C(=O)NNC(=O)C1CCCCC1
  A: 12% | B: 1% | C: 8% | D: 10% | E: -9% | F: 5% | G: -7% | H: -4%

Cc1c(CCOC(=O)C2C3CC4CC(C3)CC2C4)sc[n+]1CC(=O)c1ccc(Br)cc1 (stereo not given)
  A: -2% | B: 3% | C: 6% | D: u | E: u | F: -1% | G: -8% | H: -10%

CCC(=O)N(CC)Cc1cc(=O)[nH]c2ccccc12
  A: x | B: 3% | C: -3% | D: -2% | E: 6% | F: 9% | G: 9% | H: u

CS(=O)(=O)N1CCN(S(=O)(=O)c2ccccc2[N+](=O)[O-])CC1
  A: 45%[10 µM] | B: 1% | C: -6% | D: 4% | E: -9% | F: 21%[9.22 µM] | G: -12% | H: x

CCCNC(=O)Cc1c(OC)ccc2cc(Br)ccc12
  A: 19%[10 µM] | B: 7% | C: -5% | D: -3% | E: -12% | F: 5% | G: -6% | H: -38%[inhibitor]

Cc1cccc(Cn2c(=O)n(Cc3ccc(C(=O)NC4CCN(Cc5ccccc5)CC4)cc3)c(=O)c3ccccc32)c1
  A: x | B: -11% | C: x | D: x | E: -3% | F: x | G: -17% | H: -1%

O=C(Nc1cccc(NC(=O)c2ncn[nH]2)c1)c1cccc(Cl)c1
  A: -26% | B: -2% | C: -6% | D: u | E: 0% | F: -6% | G: -9% | H: 7%

CN(C(=O)CSc1nnc(-c2ccccc2)o1)c1c(N)n(Cc2ccccc2)c(=O)[nH]c1=O
  A: -18% | B: 5% | C: 6% | D: 5% | E: -2% | F: -4% | G: 0% | H: 14%

COC(=O)CNC(=O)c1cccc(F)c1
  A: 14% | B: -6% | C: -6% | D: 25% | E: -3% | F: -14% | G: -9% | H: -7%
